Screening results as filed in PubChem.
Tat export inh = E. coli Tat transport inhibition | E. coli MC4100 TorA-mCherry Tat export, fluorescence | inhibition, % at 10 µM | 340,000 compounds, 0.036% hits | AID 488895;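 active = mean replicate inhibition at least 50% and at least half of replicates individually reaching 50%; inconclusive = only one of the two criteria met; inactive = neither criterion met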;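 note: exported cargo escapes ClpAP degradation while cytoplasmic cargo is degraded and loses fluorescence; 0% = median of neutral control wells and 100% = median of NaSCN control wells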
MITF act = increases MITF-driven TRPM1 promoter luciferase signal; AID 588334; 300,000 compounds, 0.75% hits; activation, % at 12.5 µM; SK-MEL-5 TRPM1-promoter luciferase, 24 h; % of positive control, neutral wells = 0;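 active = mean activation of at least 80% with every replicate also reaching 80%; inconclusive = mean reaches 80% but some replicate falls short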;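 note: 0% = neutral control wells and 100% = parthenolide positive control wells; values of inactives mirror those of a sister screen read the other way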
V-ATPase pHluor = regulators of yeast V-ATPase proton transport; S. cerevisiae, pHLuorin cytosolic pH fluorescence; 350,000 compounds, 0.37% hits; response, % at 10 µM; AID 504577; in the data active = response mostly above about 7.3%, no sharp cut-off; inactive = mostly below about 5.4%; note: actives read high; inactives centre near 0; some compounds called inactive have numbers as strong as hits; reference of the scale not given here
CAL PDZ FP-1 = inhibitors of human CAL PDZ peptide binding; Q9HD26; AID 602252; 300,000 compounds, 0.92% hits; inhibition, % at 24.9 µM; purified CAL PDZ, TMR-peptide fluorescence polarization, 1 h;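 active = mean inhibition of at least 30% with at least half of replicates also reaching 30%; inconclusive = no clear call, values can overlap the other calls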;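 note: 0% = DMSO neutral control and 100% = excess unlabeled competitor peptide PRC23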
dFosB activator = enhances mouse delta FosB homodimer DNA binding; P13346; purified delta FosB, TAMRA-CDK5 oligo fluorescence polarization; percent of positive-control signal above neutral wells; activation, % at 25 µM; 340,000 compounds, 0.99% hits; AID 493131;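 active = mean activation above about 17%, with every replicate also reaching it, limit read from the data, passing the limit was not always enough; inconclusive = only one of the two conditions met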;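 note: fluorescence polarization rise as delta FosB binds a TAMRA Cdk5 AP-1 oligo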
Target sequence (P13346 whole entry, looked up): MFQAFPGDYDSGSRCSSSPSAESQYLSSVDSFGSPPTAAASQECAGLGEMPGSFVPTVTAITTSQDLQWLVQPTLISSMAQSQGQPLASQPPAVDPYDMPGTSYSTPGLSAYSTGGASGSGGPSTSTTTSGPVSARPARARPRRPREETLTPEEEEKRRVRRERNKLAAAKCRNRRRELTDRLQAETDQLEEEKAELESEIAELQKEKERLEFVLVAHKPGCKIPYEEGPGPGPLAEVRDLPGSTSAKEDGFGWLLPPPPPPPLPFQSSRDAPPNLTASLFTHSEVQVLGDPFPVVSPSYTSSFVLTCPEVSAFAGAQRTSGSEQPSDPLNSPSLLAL
Wnt act = activators of Wnt/beta-catenin signaling; 300,000 compounds, 1.2% hits; activation, % at 9.35 µM; Wnt/beta-catenin reporter cell assay, activator, plate reader; in the data active = activation above about 30%, passing the limit was not always enough; inconclusive = no clear call, values can overlap the other calls;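 note: 0% = neutral control wells and 100% = positive control wells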
CAL PDZ FP-2 = human CAL PDZ-peptide interaction inhibition; Q9HD26; purified CAL PDZ, TMR-peptide fluorescence polarization, 1 h; inhibition, % at 20 µM; 330,000 compounds, 0.02% hits; AID 504414;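 active = highest replicate inhibition of at least 40%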;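 note: plate controls were DMSO neutral control wells for no effect and unlabeled competitor peptide control wells for full effect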
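System: tagged CAL PDZ domain. Schedule: 1 h room-temperature incubation prior to read. Signal: fluorescence polarization (mP). Measure: percent inhibition from loss of millipolarization.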
CDK5 inh = CDK5/p35 (human) kinase inhibition. Recombinant CDK5/p35, ADP-Glo luminescence, 60 min. Q00535+Q15078. 330,000 compounds, 0.01% hits. inhibition, % at 10 µM;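 active = highest replicate inhibition of at least 50% and at least 75% of replicates reaching 50%; inconclusive = only one of the two criteria met; inactive = both criteria failed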;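 note: plate controls were DMSO neutral control for no effect and GW8510 at 10 µM for full effect; many of its hits are not listed in these tables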
Target sequence (Q00535 whole entry, looked up): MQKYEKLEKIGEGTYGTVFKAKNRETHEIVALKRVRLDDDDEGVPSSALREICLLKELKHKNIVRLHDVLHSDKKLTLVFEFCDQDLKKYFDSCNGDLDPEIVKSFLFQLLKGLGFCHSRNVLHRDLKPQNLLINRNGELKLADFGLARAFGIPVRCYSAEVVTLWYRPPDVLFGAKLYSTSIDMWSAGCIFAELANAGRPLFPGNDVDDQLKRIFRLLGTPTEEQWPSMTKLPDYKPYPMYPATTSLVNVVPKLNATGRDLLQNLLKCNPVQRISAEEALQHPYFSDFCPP
Target sequence (Q15078 whole entry, looked up): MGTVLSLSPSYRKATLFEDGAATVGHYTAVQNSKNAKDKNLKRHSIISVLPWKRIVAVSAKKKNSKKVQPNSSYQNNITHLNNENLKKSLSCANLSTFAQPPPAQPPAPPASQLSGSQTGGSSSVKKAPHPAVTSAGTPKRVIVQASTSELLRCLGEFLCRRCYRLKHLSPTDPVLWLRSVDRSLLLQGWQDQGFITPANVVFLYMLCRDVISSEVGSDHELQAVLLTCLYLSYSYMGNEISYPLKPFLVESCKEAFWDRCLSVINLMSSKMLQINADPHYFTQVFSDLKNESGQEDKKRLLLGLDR
RTF Ca sens act = increases calcium sensitivity of human cardiac regulated thin filaments. P19429+P45379. IANBD-labeled TnC RTF fluorescence at EC20 calcium; 0% EC20 calcium, 100% full calcium. activation, % at 7.2 µM. 340,000 compounds, 0.24% hits;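 active = activation above the mean over all tested compounds plus 3 SD, cut at about 30% in these data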;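 note: rise in fluorescence read as greater calcium sensitivity of cardiac thin filaments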
Rtt109 HAT inh = C. albicans Rtt109 histone acetyltransferase inhibition. AID 540336. purified Rtt109/Vps75, ThioGlo CoA-SH fluorescence, 4 h. 330,000 compounds, 0.16% hits. inhibition, % at 34.9 µM;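 active = inhibition of at least 50% in every replicate; inconclusive = best replicate reaches 50% inhibition but some replicates fall short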
* hit, by the source's call; ? = inconclusive; nt = no result given; & = joins results of further samples.

SMILES | Tat export inh | MITF act | V-ATPase pHluor | CAL PDZ FP-1 | dFosB activator | Wnt act | CAL PDZ FP-2 | CDK5 inh | RTF Ca sens act | Rtt109 HAT inh
COc1ccc(N(CC(=O)NCc2ccc(Cl)cc2)S(=O)(=O)c2ccccc2[N+](=O)[O-])c(OC)c1 | ? | -1 | -3 | -2 | 6 | -8 | -0.2 | 1.2 | -3 | -7
Cc1ccc(-n2c(SCC(=O)N/N=C/c3ccccc3OCC(=O)O)nc3ccccc3c2=O)cc1 | -3 | -1 | -1 | -1 | -10 | 0 | -1.7 | 0.8 | 3 | 6
O=C(Nc1c2c(nn1-c1ccc(F)cc1)CS(=O)C2)C12CC3CC(CC(C3)C1)C2 (stereo unspecified) | -1 | -5 | -1 | 0 | -5 | nt | -1.5 | -0.3 | -4 | -2
CCOC(=O)c1cnc(SCC(=O)c2ccc(C)cc2)nc1N | 2 | 1 | 0 | 0 | -1 | 1 | -0.1 | 2.2 | -4 | 0
O=C(Nc1ccc(Oc2cccnc2)cc1)c1ccccc1Cl | -1 | 18 | 0 | 0 | -3 | 2 | -3.1 | 0.2 | -5 | -5
S=c1[nH]nc(Nc2ccc(Cl)cc2)s1 | -8 | 41 | -1 | 14 | 3 | 6 | -0.5 | 7.0 | 4 | 6
COc1ccc(C2(CCN)CC(C)N(C)CC2C)cc1 (stereo unspecified) | -1 | 9 | 0 | -3 | -3 | nt | -1.0 | -0.9 | -4 | 1
COC(=O)c1ccc(NC(=O)CC2C(=O)N(c3ccc(C)cc3)C(=O)N2CC(C)C)cc1 (stereo unspecified) | -9 | 6 | -4 | -6 | -11 | nt | -1.9 | 0.7 | 1 | -2
O=C1CN2C(=Nc3ccc(Cl)cc3C2c2ccccc2)CN1 (stereo unspecified) | 4 | -2 | -4 | 4 | -7 | 0 | nt | 0.6 | -7 | 13
CCOC(=O)c1ccc(NC(=O)CN2C(=O)C(C)SC(C)C2=O)cc1 (stereo unspecified) | 15 | 9 | 0 | -2 | 0 | nt | -2.8 | 0.3 | -5 | 1

3 of the entries above in order of their number in V-ATPase pHluor, lowest first:
SMILES | Tat export inh | MITF act | V-ATPase pHluor | CAL PDZ FP-1 | dFosB activator | Wnt act | CAL PDZ FP-2 | CDK5 inh | RTF Ca sens act | Rtt109 HAT inh
COc1ccc(N(CC(=O)NCc2ccc(Cl)cc2)S(=O)(=O)c2ccccc2[N+](=O)[O-])c(OC)c1 | ? | -1 | -3 | -2 | 6 | -8 | -0.2 | 1.2 | -3 | -7
S=c1[nH]nc(Nc2ccc(Cl)cc2)s1 | -8 | 41 | -1 | 14 | 3 | 6 | -0.5 | 7.0 | 4 | 6
COc1ccc(C2(CCN)CC(C)N(C)CC2C)cc1 (stereo unspecified) | -1 | 9 | 0 | -3 | -3 | nt | -1.0 | -0.9 | -4 | 1

Further records follow:
SMILES | Tat export inh | MITF act | V-ATPase pHluor | CAL PDZ FP-1 | dFosB activator | Wnt act | CAL PDZ FP-2 | CDK5 inh | RTF Ca sens act | Rtt109 HAT inh
Cc1cc(F)ccc1S(=O)(=O)Nc1ccccc1C(=O)NC1CCN(Cc2ccccc2)CC1 | 5 | -4 | -1 | nt | -3 | -4 | -1.1 | -2.5 | -12 | 7
CC(=O)Nc1ccccc1C(=O)C(=O)Nc1ccc(F)cc1 | -2 | 1 | 1 | -4 | -5 | nt | -0.3 | -0.5 | -1 | 7
COc1ccccc1C1N(c2cc(Cl)ccc2OC)C(=O)C2CCCN21 (stereo unspecified) | 1 | -15 | -2 | nt | -10 | -1 | 0.0 | -0.8 | 6 | -8
Cc1nnc(Nc2ccc(Cl)cc2)s1 | -4 | 17 | 0 | -3 | -4 | 4 | -1.0 | -0.7 | 7 | 3
CCCc1ccc(-c2cc(NC(=O)CSc3n[nH]c(N)n3)n(-c3ccccc3)n2)cc1 | 15 | ? | 2 | nt | -11 | nt | -1.2 | 1.5 | -3 | -6
COc1cccc(/C=N/NC(=O)c2cc3c(OC)cccc3[nH]2)c1OC | 10 | -14 | 2 | -8 | -2 | nt | 0.7 | -1.4 | -2 | 11
O=c1c2ccccc2oc2nc(C3CCCCC3)n(Cc3ccco3)c(=O)c12 | 11 | 14 | 4 | -3 | 34* | -1 | 0.3 | 3.0 | -5 | -6
Cc1cccc(C2=NN(c3ccc(Br)cc3)[C@@H](C(=O)N3CCOC3=O)[C@@H]2c2ccccc2)c1 | -1 | 5 | -2 | -4 | -6 | nt | 0.2 | -3.2 | -6 | 3
CCc1ccc(CN/C=C/C(=O)c2ccc(Br)cc2)cc1 | 4 | 19 | 0 | 0 | -4 | nt | 0.3 | 1.2 | -4 | -4
CC1(C)CC2(CC(C)(C(=O)CSc3nc4ccccc4s3)OC2=O)C(=O)O1 (stereo unspecified) | 18 | 13 | -1 | -2 | 0 | nt | -1.5 | -3.0 | 5 | 2
CC1(C)c2ccccc2N2CC(=O)NC21/C=C/c1ccco1 (stereo unspecified) | ? | 0 | -1 | -5 | 1 | 0 | -0.5 | -0.5 | 2 | 16&30
Cc1ccc(S(=O)(=O)N2CCC(C(=O)NCCc3ccccn3)CC2)cc1 | -3 | -1 | 1 | -3 | 4 | 0 | -1.0 | 2.3 | -1 | -5
CCCCN1CC(=O)N2[C@H]3c4cc(OC)ccc4OC[C@@H]3[C@H](C(=O)OCC)[C@]2(C)C1=O | -6 | -3 | 0 | -6 | -10 | 0 | -5.6 | 2.8 | 0 | -8
COc1ccc2[nH]c3c(NCCN4CCCCC4)ncnc3c2c1 | 11 | 20 | -1 | -4 | 3 | nt | 1.7 | 0.4 | 1 | -4
COc1ccc(CN(C(=O)CN2C(=O)COc3ccccc32)C2CCCC2)c(OC)c1 | 13 | -5 | -4 | nt | -16 | nt | -2.2 | -4.2 | 8 | 9
N#Cc1nc(COc2ccccc2Cl)oc1NCc1ccco1 | 0 | nt | 0 | -1 | -2 | nt | -1.6 | 0.6 | 0 | -1
O=C1N/C(=C/c2ccc(N3CCOCC3)cc2)C(=O)N1Cc1ccc(F)cc1 | 4 | -1 | -2 | 0 | -2 | nt | -0.3 | 0.1 | -2 | 1
Cc1cc(N/C=C/C(=O)c2cccs2)ccc1F | 13 | 24 | -4 | nt | -4 | 11 | 0.4 | 0.7 | -4 | 13
CC1CCN(C(=S)NC(=O)c2ccco2)CC1 | -1 | 9 | 2 | -6 | -1 | -1 | -2.5 | 2.6 | -1 | -2
C#CCOc1c(Br)cc(/C=C2/C(=O)ON=C2C)cc1OCC | -5 | 1 | 3 | -12 | -7 | 2 | -1.1 | -0.8 | 2 | 3
C(=N\c1nccs1)/c1cccnc1 | 0 | -6 | -1 | -2 | -1 | -2 | -0.7 | 1.1 | 3 | 0
Cc1ccc(-n2c(SCC(=O)Nc3ccc4cn[nH]c4c3)nnc2-c2ccco2)cc1 | -6 | -8 | 2 | 2 | -3 | nt | -1.2 | 2.6 | -6 | 1
CC(CC(F)(F)F)N1CCC(n2nccc2NC(=O)CCCc2ccccc2)CC1 (stereo unspecified) | 3 | 10 | 2 | 1 | -6 | -2 | -1.3 | -0.7 | -1 | -2
O=C(COC(=O)c1cc(S(=O)(=O)N2CCOCC2)ccc1F)NC1CCCCC1 | 4 | -5 | -3 | 1 | 1 | -1 | -0.8 | 1.2 | -3 | -1
NNC(=O)c1nc(-c2cccc(-n3cccc3)c2)no1 | 4 | -21 | 2 | -8 | -4 | 2 | -0.8 | 0.8 | 7 | 17
N#C/C(=C\c1cc([N+](=O)[O-])c(N2CCCCC2)cc1N1CCCCC1)c1nn(-c2ccccc2)c(N)c1C#N | 8 | nt | -1 | -4 | -5 | -2 | 0.5 | 0.9 | -9 | -2
O=C(CN1C(=O)C2C3C=CC(C3)C2C1=O)Nc1ccc(C(=O)O)cc1 (stereo unspecified) | 2 | 1 | -2 | -4 | 0 | nt | nt | -0.8 | -1 | 4
COCC1CCN(C(=O)c2cc(COc3ccc4c(c3)CCCC4)on2)C1 (stereo unspecified) | 9 | 1 | -5 | 5 | -9 | -1 | -2.9 | 0.3 | 1 | 2
CCn1c(Oc2ccccc2C)nc2c1c(=O)n(C)c(=O)n2C | 1 | nt | 1 | -3 | -4 | -3 | -0.1 | -0.8 | -5 | 4
CC(C(=O)NC1CCCCC1)N(Cc1ccccc1)C(=O)c1snc(C(N)=O)c1N (stereo unspecified) | -7 | 8 | -5 | -1 | -3 | -3 | -2.1 | 0.3 | -3 | -2
Cc1cc(C)c(NC(=S)NCCCSC2CCCCC2)c(C)c1 | -3 | -5 | 4 | -2 | nt | 1 | 9.2 | -0.4 | -3 | 3
N#Cc1ccc(CCc2ccccc2)[nH]c1=O | 3 | 21 | 0 | -1 | 1 | -3 | 0.3 | -0.2 | -1 | 5
Cc1ccc2c(c1)c1nnc(SCC(=O)Nc3cccc(Cl)c3C)nc1n2CC(=O)O | -1 | 13 | -1 | 3 | -16 | nt | -0.9 | -0.7 | -2 | -14
Cc1sc(-c2cccnc2)nc1OC(=O)C1CC1 | 0 | -3 | 14 | 7 | -2 | 0 | nt | -3.3 | 5 | -3
CN(C)S(=O)(=O)N1CCN(c2ccc([N+](=O)[O-])c(NC3CC3)c2)CC1 | -2 | -5 | -1 | -7 | -13 | -4 | -2.1 | -0.4 | 4 | 1
COCCn1c(SCC(=O)Nc2ccc3[nH]c(=O)[nH]c3c2)nc2ccccc21 | -6 | 13 | 1 | -15 | 2 | -3 | -0.7 | -0.3 | 1 | 0
O=C(NCCCn1ccnc1)/C(=C/c1ccco1)NC(=O)c1ccccc1 | -6 | -7 | 7 | -3 | -8 | -3 | -1.5 | -1.1 | -1 | -8
CCC(C)(C)n1nnnc1C(c1ccccc1F)N1CCC(C(N)=O)CC1 (stereo unspecified) | 7 | -13 | -3 | -4 | -11 | nt | nt | 0.6 | 0 | -4
NS(=O)(=O)c1ccc(NCC2COc3ccccc3O2)c([N+](=O)[O-])c1 (stereo unspecified) | 2 | 8 | 1 | 2 | -4 | 0 | -1.3 | -1.5 | 5 | -12
CN(NC(=O)c1ccccc1F)c1nc(C(F)(F)F)nc2ccccc12 | 0 | -33 | -2 | -12 | -7 | -5 | -0.8 | 1.2 | 1 | 4
COc1ccc(OC)c(S(=O)(=O)N2CCN(C)CC2c2ccccc2)c1 (stereo unspecified) | -3 | 3 | -1 | -9 | 2 | -3 | -0.1 | -3.4 | -3 | 3
CN(C)c1ccc(C(=S)Nc2ccccc2)cc1 | 2 | 23 | nt | 2 | -3 | 22 | 0.2 | 1.0 | 13 | 5
CN(C)c1ccc(NC(=O)c2cccc(N3C(=O)CCC3=O)c2)cc1 | 1 | 16 | -2 | -1 | -1 | nt | -1.9 | 0.8 | -6 | 2
COC(=O)c1ccc(NC(=O)CCNS(=O)(=O)c2cccc3nonc23)cc1 | 26 | 3 | 0 | 2 | -11 | -3 | -3.0 | -3.2 | 8 | -15
Cc1ccc(C(O)P(=O)(OCc2ccccc2)c2ccc(N(C)C)cc2)cc1 (stereo unspecified) | 2 | 4 | 1 | -9 | -10 | 0 | -0.4 | 0.3 | -6 | -3
O=[N+]([O-])c1cc2c(cc1[N+](=O)[O-])OCCOCCOCCOCCO2 | 10 | -5 | 2 | -5 | 3 | 7 | -1.9 | -0.2 | 1 | 5
